Screens from PubChem.
rCAG binder – binders of r(CAG) RNA repeats, primary screen, biochemical, fluorescence | hit rate 1.3% among 370,000 | r(CAG) RNA repeat, TO-PRO-1 dye displacement fluorescence | inhibition, % at 3 µM;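 active = inhibition above the plate cutoff, the mean of all test compounds on that plate plus 3 SD, cut at about 35% in these data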;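 note: 0% = DMSO alone and 100% = 100 µM mitoxantrone as full dye displacement; higher means more dye released from RNA so lower well fluorescence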
UHRF1 binding – UHRF1 methylated DNA binding inhibitors, primary screen, counter-screen for MBD2 inhibitor project, biochemical, TR-FRET, human UHRF1, single concentration; E3 ubiquitin-protein ligase UHRF1 (Homo sapiens), Q96T88; UHRF1 binding to methylated oligo; inhibition, % at 4.4 µM; hit rate 0.75% among 370,000; in the data active = inhibition above about 21%;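 note: UHRF1 SRA domain binding a hemimethylated CpG hairpin DNA probe; 0% = median of test compound wells and 100% = reference inhibitor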
Target sequence (Q96T88 whole entry, looked up, the tested form may be a part): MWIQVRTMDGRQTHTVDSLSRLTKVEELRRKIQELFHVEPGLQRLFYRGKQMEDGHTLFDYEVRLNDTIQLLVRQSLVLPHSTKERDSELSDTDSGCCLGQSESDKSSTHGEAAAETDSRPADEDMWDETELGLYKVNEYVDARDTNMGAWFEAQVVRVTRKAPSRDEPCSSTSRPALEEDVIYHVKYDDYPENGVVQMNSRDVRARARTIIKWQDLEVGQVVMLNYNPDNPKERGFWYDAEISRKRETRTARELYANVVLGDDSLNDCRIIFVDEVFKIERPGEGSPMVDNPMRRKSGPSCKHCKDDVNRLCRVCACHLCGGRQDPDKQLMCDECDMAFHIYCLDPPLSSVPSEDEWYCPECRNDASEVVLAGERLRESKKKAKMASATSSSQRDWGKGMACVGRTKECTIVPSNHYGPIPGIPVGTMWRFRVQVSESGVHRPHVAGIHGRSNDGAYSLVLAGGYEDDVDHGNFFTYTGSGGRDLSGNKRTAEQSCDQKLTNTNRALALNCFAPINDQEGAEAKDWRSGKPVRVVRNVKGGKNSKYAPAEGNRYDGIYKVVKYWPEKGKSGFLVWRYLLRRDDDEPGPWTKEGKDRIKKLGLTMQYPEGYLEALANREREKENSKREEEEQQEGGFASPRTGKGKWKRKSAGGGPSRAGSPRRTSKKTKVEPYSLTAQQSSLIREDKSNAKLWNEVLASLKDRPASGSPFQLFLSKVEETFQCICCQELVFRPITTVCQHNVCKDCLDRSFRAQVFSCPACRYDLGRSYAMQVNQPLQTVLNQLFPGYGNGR
TCR CD3 inh – inhibitors of human TCR-CD3 interaction, primary screen, biochemical, fluorescence, TAMRA-labeled TCR probe; inhibition, % at 9.4 µM; T-cell receptor (TCR); hit rate 0.37% among 360,000; in the data active = inhibition above about 19%;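 note: recombinant mutant TCR 2C K166C tagged with TAMRA read by polarization; 0% = receptor in buffer alone and 100% = receptor with positive control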
PRMT1 inh – PRMT1 methyltransferase inhibitors, primary screen, biochemical, fluorescence polarization. Protein arginine N-methyltransferase 1 (Homo sapiens), Q99873. hit rate 1.3% among 370,000. inhibition, % at 2.79 µM. recombinant PRMT1, activity-based probe fluorescence polarization;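 active = inhibition above about 21% made by adding two undisclosed values, limit read from the data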
SIAE primary – human SIAE inhibitors, primary screen, biochemical, fluorescence polarization, FP-Rh probe, 1536-well HTS. SIAE FP-Rh probe binding. hit rate 0.69% among 370,000. AID 1053197, 2014. inhibition, % at 9.66 µM;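 active = inhibition above a cutoff: mean of compounds within the control limits plus 3 SD of those, cut at about 17% in these data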;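 note: 0% = plate median of compound wells and 100% = probe without SIAE protein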
ABHD4 inh – ABHD4 inhibitors, primary screen, biochemical, fluorescence polarization, mouse. (Lyso)-N-acylphosphatidylethanolamine lipase (Mus musculus), Q8VD66. purified mABHD4, FP-Rh probe fluorescence polarization. inhibition, % at 8.92 µM. hit rate 0.54% among 370,000. AID 720543, 2013;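 active = inhibition exceeding the mean over every tested compound plus 3 SD, cut at about 30% in these data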;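 note: 0% = plate median of compound wells and 100% = S159A mutant with DMSO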
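Test system: mABHD4 protein; Read-out basis: % inhibition; Incubation: 45 min + 60 min at 25 °C; Repeats: single replicate; Technique: fluorescence polarization with parallel and perpendicular emission, 525/598 nm; Compound: 8.92 µM, single dose; Benchmarks: full inhibition S159A mutant plus DMSO, zero as sample-well median.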
GC-B act – human GC-B receptor activators, primary screen, HEK293 GC-B cells, cGMP TR-FRET, EC30 CNP; Atrial natriuretic peptide receptor 2 (Homo sapiens), P20594; 0% at EC30 CNP, 100% saturating CNP; activation, % at 10 µM; hit rate 0.11% among 370,000; AID 1920062, 2024;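 active = activation at 10 µM reaching about 35% in either raw or pattern-adjusted values, limit read from the data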
MBD2 inh – inhibitors of MBD2 binding to methylated DNA, primary screen, biochemical, TR-FRET, DNA-binding domain, human; MBD2 binding to methylated oligonucleotide; inhibition, % at 4.4 µM; hit rate 0.31% among 370,000; in the data active = inhibition above about 13%
HTRA1 inh – HTRA1 serine protease inhibitors, primary screen, biochemical, fluorescence polarization, HTS | hit rate 0.5% among 340,000 | Q92743 | inhibition, % at 5.96 µM | recombinant HTRA1, FP-rhodamine activity-based probe; in the data active = inhibition above about 36%;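 note: 0% = enzyme with DMSO and 100% = wells lacking enzyme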
NPR1 activator – GC-A stimulated cGMP production enhancers – HEK293 GC-A cells, cGMP TR-FRET, EC30 ANP, primary screen. 0% at EC30 ANP, 100% saturating ANP. hit rate 0.14% among 370,000. AID 1671463, 2021. Atrial natriuretic peptide receptor 1 (Homo sapiens), P16066. activation, % at 10 µM; in the data active = activation above about 40%
* marks the source's active call; other numbers are inactive results. Only part of the results is shown; the hit share may differ from the screen's.

What do the screens show for `Cc1ccc(CN2C3=NC(=O)CN3c3ccccc32)cc1`?
rCAG binder: -2; UHRF1 binding: -1; TCR CD3 inh: 6; PRMT1 inh: -5; SIAE primary: -4; ABHD4 inh: 8; GC-B act: 10; MBD2 inh: -7; HTRA1 inh: 1; NPR1 activator: 5

Results for CC(NC(=O)c1cccs1)C(c1cccs1)N1CCN(Cc2ccccc2)CC1 (stereo not given) ?
rCAG binder: -6; UHRF1 binding: 7; TCR CD3 inh: -7; PRMT1 inh: 1; SIAE primary: 0; ABHD4 inh: 6; GC-B act: -5; MBD2 inh: -5; HTRA1 inh: -17; NPR1 activator: -5

How did C=CCN(CCNP(=O)(OCC)OCC)CP(=O)(OCC)OCC do in these assays?
rCAG binder: -8; UHRF1 binding: -1; TCR CD3 inh: 4; PRMT1 inh: -1; SIAE primary: 5; ABHD4 inh: 2; GC-B act: 4; MBD2 inh: -3; HTRA1 inh: 2; NPR1 activator: 2

What do the screens show for `O=C(CCN1CCN(c2ccccc2)CC1)NNC(=O)Cc1c(F)cccc1Cl`?
rCAG binder: 0; UHRF1 binding: 1; TCR CD3 inh: 5; PRMT1 inh: -2; SIAE primary: -1; ABHD4 inh: 3; GC-B act: 2; MBD2 inh: -3; HTRA1 inh: 4; NPR1 activator: 0

Results for COc1cc(OC)cc(C(=O)Nc2ccc3nc4n(c(=O)c3c2)CCCCC4)c1 ?
rCAG binder: -2; UHRF1 binding: 3; TCR CD3 inh: -1; PRMT1 inh: 1; SIAE primary: -6; ABHD4 inh: 10; GC-B act: 9; MBD2 inh: 6; HTRA1 inh: -28; NPR1 activator: 3

Results for CCOC(=O)N1CCC(NC(=O)c2ccc3nc(N4CCOCC4)sc3c2)CC1 ?
rCAG binder: -5; UHRF1 binding: 2; TCR CD3 inh: -1; PRMT1 inh: -1; SIAE primary: 0; ABHD4 inh: 8; GC-B act: -1; MBD2 inh: -1; HTRA1 inh: 2; NPR1 activator: 3

Results for Cn1c(N2CCCC2)nc2c1c(=O)n(Cc1ccc(Cl)cc1)c(=O)n2C ?
rCAG binder: -7; UHRF1 binding: -2; TCR CD3 inh: 1; PRMT1 inh: 0; SIAE primary: 10; ABHD4 inh: -5; GC-B act: 13; MBD2 inh: 1; HTRA1 inh: -6; NPR1 activator: 6

What do the screens show for `O=C1c2ccccc2C2=Nc3ccccc3SC(c3ccc(Cl)cc3)C12` (stereo not given)?
rCAG binder: 8; UHRF1 binding: 2; TCR CD3 inh: -1; PRMT1 inh: 6; SIAE primary: 12; ABHD4 inh: 20; GC-B act: -1; MBD2 inh: 2; HTRA1 inh: -4; NPR1 activator: -4

Results for O=C(NN1C(=O)C2C(c3ccccc3)C=CC(c3ccccc3)C2C1=O)c1ccccc1 (stereo not given) ?
rCAG binder: 3; UHRF1 binding: -2; TCR CD3 inh: -2; PRMT1 inh: -2; SIAE primary: 1; ABHD4 inh: -29; GC-B act: 4; MBD2 inh: 1; HTRA1 inh: -29; NPR1 activator: -2

How did Cc1cc(C)c2cc(CN(CCO)C(=O)Nc3ccc(Cl)cc3)c(=O)[nH]c2c1 do in these assays?
rCAG binder: 3; UHRF1 binding: -4; TCR CD3 inh: 5; PRMT1 inh: -2; SIAE primary: 7; ABHD4 inh: -2; GC-B act: -22; MBD2 inh: 0; NPR1 activator: -15

Results for Cc1ccc(S(=O)(=O)N2C[C@H]3[C@H]4C(=O)N(c5ccccc5)C(=O)[C@H]4CC(=O)[C@H]3[C@@H]2c2ccc(Cl)cc2)cc1 ?
rCAG binder: 19; UHRF1 binding: 2; TCR CD3 inh: 0; PRMT1 inh: 8; SIAE primary: 2; ABHD4 inh: -20; GC-B act: -2; MBD2 inh: 7; NPR1 activator: -5

What do the screens show for `Cc1sc2nc(CSc3ccccc3)nc(NCCN(C)C)c2c1C`?
rCAG binder: 6; UHRF1 binding: -4; TCR CD3 inh: -3; PRMT1 inh: -5; SIAE primary: -3; ABHD4 inh: 6; GC-B act: -5; MBD2 inh: -2; HTRA1 inh: 2; NPR1 activator: -2

Brought forward from above: five entries; new compounds follow.
What do the screens show for `O=C1c2ccccc2C2=Nc3ccccc3SC(c3ccc(Cl)cc3)C12` (stereo not given)?
rCAG binder: 8; UHRF1 binding: 2; TCR CD3 inh: -1; PRMT1 inh: 6; SIAE primary: 12; ABHD4 inh: 20; GC-B act: -1; MBD2 inh: 2; HTRA1 inh: -4; NPR1 activator: -4

Results for O=C(NN1C(=O)C2C(c3ccccc3)C=CC(c3ccccc3)C2C1=O)c1ccccc1 (stereo not given) ?
rCAG binder: 3; UHRF1 binding: -2; TCR CD3 inh: -2; PRMT1 inh: -2; SIAE primary: 1; ABHD4 inh: -29; GC-B act: 4; MBD2 inh: 1; HTRA1 inh: -29; NPR1 activator: -2

How did Cc1cc(C)c2cc(CN(CCO)C(=O)Nc3ccc(Cl)cc3)c(=O)[nH]c2c1 do in these assays?
rCAG binder: 3; UHRF1 binding: -4; TCR CD3 inh: 5; PRMT1 inh: -2; SIAE primary: 7; ABHD4 inh: -2; GC-B act: -22; MBD2 inh: 0; NPR1 activator: -15

Results for Cc1ccc(S(=O)(=O)N2C[C@H]3[C@H]4C(=O)N(c5ccccc5)C(=O)[C@H]4CC(=O)[C@H]3[C@@H]2c2ccc(Cl)cc2)cc1 ?
rCAG binder: 19; UHRF1 binding: 2; TCR CD3 inh: 0; PRMT1 inh: 8; SIAE primary: 2; ABHD4 inh: -20; GC-B act: -2; MBD2 inh: 7; NPR1 activator: -5

What do the screens show for `Cc1sc2nc(CSc3ccccc3)nc(NCCN(C)C)c2c1C`?
rCAG binder: 6; UHRF1 binding: -4; TCR CD3 inh: -3; PRMT1 inh: -5; SIAE primary: -3; ABHD4 inh: 6; GC-B act: -5; MBD2 inh: -2; HTRA1 inh: 2; NPR1 activator: -2

How did COc1ccc(CC(NC(C)=O)C(=O)NC2CCN(C(=O)Nc3ccccc3C)CC2)cc1OC (stereo not given) do in these assays?
rCAG binder: -1; UHRF1 binding: 4; TCR CD3 inh: -2; PRMT1 inh: 3; SIAE primary: 3; ABHD4 inh: -9; GC-B act: 4; MBD2 inh: 13; HTRA1 inh: 3; NPR1 activator: -3

How did O=C(NCc1ccccc1)N1CCN(c2ccc(F)cc2)CC1 do in these assays?
rCAG binder: -3; UHRF1 binding: 3; TCR CD3 inh: 13; PRMT1 inh: 2; SIAE primary: 3; ABHD4 inh: -9; GC-B act: 5; MBD2 inh: 2; HTRA1 inh: -2; NPR1 activator: -4

Results for COc1ccc(S(=O)(=O)NCc2cccnc2)c(Cl)c1Cl ?
rCAG binder: 2; UHRF1 binding: 0; TCR CD3 inh: 5; PRMT1 inh: -4; SIAE primary: -1; ABHD4 inh: -3; GC-B act: -4; MBD2 inh: -3; HTRA1 inh: 2; NPR1 activator: 2

How did CC(=O)c1ccc(OCCOc2ccc([N+](=O)[O-])cc2)cc1 do in these assays?
rCAG binder: -3; UHRF1 binding: 2; TCR CD3 inh: -6; PRMT1 inh: 5; SIAE primary: -5; ABHD4 inh: 2; GC-B act: -7; MBD2 inh: 3; HTRA1 inh: -3; NPR1 activator: 6

Results for Cc1ccc(C(=O)N[C@H](C(=O)NC2CCCCCCC2)C(C)C)cc1 ?
rCAG binder: 1; UHRF1 binding: 0; TCR CD3 inh: -1; PRMT1 inh: 0; SIAE primary: -5; ABHD4 inh: 0; GC-B act: -8; MBD2 inh: 0; HTRA1 inh: -5; NPR1 activator: 0

Results for Cc1ccc(/C=C/C(=O)OC(C)C(=O)NC2CCCCC2C)o1 (stereo not given) ?
rCAG binder: -4; UHRF1 binding: -1; TCR CD3 inh: 7; PRMT1 inh: 3; SIAE primary: 4; ABHD4 inh: 2; GC-B act: 4; MBD2 inh: -6; HTRA1 inh: -7; NPR1 activator: 2

What do the screens show for `CCCOc1cccc(OCC(=O)Nc2nc3ccccc3[nH]2)c1`?
rCAG binder: 4; UHRF1 binding: 4; TCR CD3 inh: -4; PRMT1 inh: 9; SIAE primary: -3; ABHD4 inh: 31*; GC-B act: -3; MBD2 inh: 3; HTRA1 inh: -6; NPR1 activator: -4

How did O=C(c1ccco1)N1CCN(S(=O)(=O)c2ccc(S(=O)(=O)NC3CCCCC3)cc2)CC1 do in these assays?
rCAG binder: 1; UHRF1 binding: 2; TCR CD3 inh: -7; PRMT1 inh: 2; SIAE primary: 9; ABHD4 inh: -2; GC-B act: 2; MBD2 inh: -1; HTRA1 inh: -2; NPR1 activator: 2

How did CCCNC(=O)c1cnc(Sc2ncc(C(F)(F)F)cc2Cl)n1C do in these assays?
rCAG binder: -5; UHRF1 binding: 4; TCR CD3 inh: 1; PRMT1 inh: 1; SIAE primary: 3; ABHD4 inh: 5; GC-B act: 0; MBD2 inh: 6; HTRA1 inh: -2; NPR1 activator: 7

How did Fc1cccc(/C=N/Nc2ncnc3nc[nH]c23)c1 do in these assays?
rCAG binder: 3; UHRF1 binding: -6; TCR CD3 inh: -2; PRMT1 inh: -5; SIAE primary: 0; ABHD4 inh: -9; GC-B act: 2; MBD2 inh: -10; HTRA1 inh: 0; NPR1 activator: 1

What do the screens show for `COc1ccc(C2=NS(=O)(=O)N(C)C(C(=O)Nc3ccc4c(c3)OCO4)=C2)cc1`?
rCAG binder: 7; UHRF1 binding: -1; TCR CD3 inh: 1; PRMT1 inh: 2; SIAE primary: 2; ABHD4 inh: 1; GC-B act: -2; MBD2 inh: -4; HTRA1 inh: -17; NPR1 activator: 12

Results for C=CCNC(=O)c1cc2cc(Cl)ccc2nc1N ?
rCAG binder: 3; UHRF1 binding: 6; TCR CD3 inh: -5; PRMT1 inh: 6; SIAE primary: -1; ABHD4 inh: 1; GC-B act: -1; MBD2 inh: 3; NPR1 activator: -3

What do the screens show for `NS(=O)(=O)c1cnccc1Nc1ccc(Cl)c(Cl)c1`?
rCAG binder: 3; UHRF1 binding: 6; TCR CD3 inh: 4; PRMT1 inh: -2; SIAE primary: 1; ABHD4 inh: -1; GC-B act: -6; MBD2 inh: -1; HTRA1 inh: -5; NPR1 activator: -7

How did NC(=O)c1ccc(C(F)(F)F)n(Cc2c(Cl)cccc2Cl)c1=O do in these assays?
rCAG binder: -6; UHRF1 binding: -1; TCR CD3 inh: 0; PRMT1 inh: 2; SIAE primary: -4; ABHD4 inh: -10; GC-B act: 13; MBD2 inh: 0; HTRA1 inh: -37; NPR1 activator: 9
